# Compound activity as filed in PubChem.
# Luciferase inh: Photinus pyralis luciferase inhibition; Potency, µM (doses to about 115 µM), for inactives: at the highest dose activity change, negative = inhibition, hits mostly inhibitors; P08659; 2.5% of 76,000 active; purified P. pyralis luciferase, luminescence, biochemical; further: potency means the concentration at half of the fitted maximal effect; nearly all actives have a fitted effect of over 65% in size
# Target sequence (P08659 whole entry, looked up): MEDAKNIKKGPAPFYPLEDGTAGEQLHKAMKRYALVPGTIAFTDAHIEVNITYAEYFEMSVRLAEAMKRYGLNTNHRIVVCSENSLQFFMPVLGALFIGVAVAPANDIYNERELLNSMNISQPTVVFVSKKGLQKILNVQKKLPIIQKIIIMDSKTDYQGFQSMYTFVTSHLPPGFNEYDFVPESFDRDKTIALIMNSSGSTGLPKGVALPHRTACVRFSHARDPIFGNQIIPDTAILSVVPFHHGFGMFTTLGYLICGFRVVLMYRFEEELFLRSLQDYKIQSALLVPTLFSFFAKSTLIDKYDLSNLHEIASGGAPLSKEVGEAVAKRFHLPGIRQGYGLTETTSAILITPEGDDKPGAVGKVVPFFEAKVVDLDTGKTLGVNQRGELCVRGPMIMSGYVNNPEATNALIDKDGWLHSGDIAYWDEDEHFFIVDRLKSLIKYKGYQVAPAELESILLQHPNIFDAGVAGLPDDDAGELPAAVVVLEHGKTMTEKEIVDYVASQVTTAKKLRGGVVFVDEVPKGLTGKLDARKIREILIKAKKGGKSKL
#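 Luminescence read by CCD imaging after purified firefly luciferase (10nM final) was added to substrate buffer holding 10uM D-luciferin and 10uM ATP, pH 7.5, pre-dosed with compound.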
# GPT2 inhibitor: inhibitors of human GPT2 alanine aminotransferase. Potency, µM (titrated, usually from 57.7 µM), for the others: top-dose activity change, negative = inhibition, actives largely listed as inhibitors. Recombinant GPT2, coupled pyruvate oxidase/HRP Amplex Red fluorescence. Q8TD30. 0.25% of 100,000 active; further: potency means the concentration at half of the fitted maximal effect; nearly all actives have a fitted effect of over 60% in size; many of its hits are not listed in these tables
# Target sequence (Q8TD30 whole entry, looked up): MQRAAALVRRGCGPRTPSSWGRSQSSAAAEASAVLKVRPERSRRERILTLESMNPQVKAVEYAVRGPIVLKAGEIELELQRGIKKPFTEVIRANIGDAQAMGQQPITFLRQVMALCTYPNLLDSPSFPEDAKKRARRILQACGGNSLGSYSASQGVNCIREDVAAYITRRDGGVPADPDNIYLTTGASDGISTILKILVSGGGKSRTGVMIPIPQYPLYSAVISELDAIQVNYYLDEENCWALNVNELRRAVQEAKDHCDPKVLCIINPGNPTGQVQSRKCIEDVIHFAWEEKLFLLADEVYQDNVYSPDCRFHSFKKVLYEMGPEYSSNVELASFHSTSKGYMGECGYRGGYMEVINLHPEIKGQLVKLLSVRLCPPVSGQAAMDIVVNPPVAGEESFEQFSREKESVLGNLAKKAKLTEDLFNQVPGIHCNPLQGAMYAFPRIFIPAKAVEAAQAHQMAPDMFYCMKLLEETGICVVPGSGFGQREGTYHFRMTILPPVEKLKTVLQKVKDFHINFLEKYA
#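 Fluorescence read-out: pyruvate from GPT2 turnover coupled to pyruvate oxidase, HRP and Amplex Red (0.2mM ThPP, 0.2U/mL PO and HRP, 50uM Amplex final). Substrates 250uM a-KG, 2mM L-alanine; enzyme 10ng/uL; 30 min RT.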
# SNCA expr inhib: reduces expression of the alpha-synuclein gene; HEK-293 SNCA-luciferase knock-in, luminescence, 24 h; Potency, µM (highest dose often 57.2 µM), for the others: at the highest dose activity change, negative = inhibition, hits mostly inhibitors; 0.17% of 140,000 active; AID 1671194;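 further: potency means the concentration at half of the fitted maximal effect; plate controls were DMSO cells for no effect and cell-free wells for full effect; nearly all actives have a fitted effect of over 45% in size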
# HEK cytotox: kills HEK 293 cells; HEK 293 viability, ATP luminescence (CellTiter-Glo), 48-72 h; Potency, µM (titrated, usually from 115 µM), without a hit: top-dose activity change, negative = cytotoxicity, most hits filed as inhibitors; 6.6% of 94,000 active; further: potency means the concentration at half of the fitted maximal effect; nearly all actives have a fitted effect of over 60% in size
#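 Cytotoxicity was scored by loss of ATP-coupled luminescence (CellTiter-Glo) in HEK 293 cells. Compound treatment ran 48 or 72 hr at 37 degree Celsius, 5% CO2, 95% humidity.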
# IP6K1 inh: IP6K1 kinase inhibition | activity change, % (series mostly up to about 58 µM) | IP6K1 kinase, ADP-Glo luminescence, 2 h; hits give low values | 0.81% of 140,000 active; in the data active means activity change below about -25%
#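 ADP-Glo luminescence measures ADP made by human IP6K1 during a 2 h RT reaction with ATP/IP6 (mix at 1.3 mM/130 uM); top library doses 57.5 and 19.1 uM final.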
# NIH3T3 tox: NIH 3T3 cell cytotoxicity. NIH 3T3 viability, CellTiter-Glo ATP luminescence, 48-72 h. Potency, µM (series often up to 96.7 µM), for inactives: top-dose activity change, negative = cytotoxicity, usual class: inhibitors. 4.3% of 94,000 active; further: potency means the concentration at half of the fitted maximal effect; nearly all actives have a fitted effect of over 55% in size
#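 Mouse fibroblast NIH 3T3 cells, 400 per well, received compound via pintool and were incubated for 48 or 72 hr prior to CellTiter-Glo ATP luminescence measurement.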
# SNCA viab count: counter-screen for SNCA expression inhibitors: cell viability | 0.12% of 150,000 active | HEK-293-SNCA-luc viability, GF-AFC fluorescence, 24 h | AID 1671193 | Potency, µM (top dose mostly 57.1 µM), without a hit: at the highest dose activity change, negative = cytotoxicity, most hits filed as cytotoxic;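 further: potency means the concentration at half of the fitted maximal effect; 0% = DMSO-treated cells and -100% = medium-only wells without cells; nearly all actives have a fitted effect of over 30% in size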
#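 HEK-293-SNCA-luc cells (1500/well) plated 24 h, then exposed 24 h to a dilution series; GF-AFC added 30 min at 37C, fluorescence 405/540 nm; normalised to medium-only and DMSO wells, Hill fit.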
# Starred values were filed as active, the others as inactive; i = inactive; ? = inconclusive; . = not tested or not shown; & = joins results of further samples; [ ] = another dose, or the depositor's remark. Unless noted, the call rests on the fitted dose curve; in most records, active means well fitted curve in the direction sought with a large enough effect; inconclusive means small, poorly fitted or top-dose-only effect, or another doubt; inactive means no such curve, though single readings can be large; an effect the other way counts as inactive or inconclusive. Unless noted, on the % scale 0 is the no-effect control and ±100 the full control effect. Not all compounds are listed (hit frequency here may not be typical).
# Values run as follows: Luciferase inh	GPT2 inhibitor	SNCA expr inhib	HEK cytotox	IP6K1 inh	NIH3T3 tox	SNCA viab count
> C[C@]12Cc3cn[nH]c3C[C@@H]1CC[C@@H]1[C@@H]2CC[C@@]2(C)[C@H]1CC[C@]2(C)O
 : .	i	14%[25.6 µM]	.	-22	.	20%[23.9 µM]
> Cc1ccc(-n2c(/C=C/c3cc(Br)cs3)nc3ccccc3c2=O)cc1C
 : .	.	2%	.	-6	.	-4%
> O=C(O)C1=NOC2CN(CC3CCNC3)CC12 (stereo unspecified)
 : .	i	12%[87.6 µM]	i	0	i	4%[87.6 µM]
> Cn1cccc1C(=O)C(=O)N1C[C@H](c2cc(F)cc(F)c2)[C@@H]2[C@H]1C1CCN2CC1
 : -5%	0%	-17%	?	-8	-5%	-2%
> CCCCc1cn(C[C@H]2C[C@@H]3CCN2C[C@@H]3C(=O)Nc2ccccc2)nn1
 : -2%[172 µM]	-4%[88.5 µM]	7%[87.6 µM]	-21%[172 µM]	3	-31%[174 µM]	-14%[87.6 µM]
> COc1cc2c(cc1OCc1ccccc1)NC(=O)C21CCN(Cc2ccccc2)CC1
 : -5%[172 µM]	1%[88.5 µM]	?	32µM*	-11	32µM*	?
> CCC1CN2CCC3(C(=O)Nc4cccc(O)c43)C2CC1/C(=C/OC)C(=O)OC (stereo unspecified)
 : .	i	.	.	-9	.	6%[23.9 µM]
> O=C(COc1ccccc1Cl)N1CCN(CCc2ccncc2)CC1
 : .	.	-9%	.	32	.	3%
> CCCCCCCCCC(CC)c1ccc(S(=O)(=O)O)cc1 (stereo unspecified)
 : .	?	-35%	.	-22	.	-32%
> O=S(=O)(NC[C@H]1C[C@@H]2CCN1C[C@@H]2CN1CCN(c2ccccc2)CC1)c1ccccc1
 : -3%	2%	2%	?	7	?	6%
> OCC1CN(c2ncccn2)CC12CCNCC2 (stereo unspecified)
 : -3%	i	8%	i	13	-24%	0%
> O=C(c1cn2c(n1)CNCC2)N1C[C@H](c2ccccc2)[C@@H]2[C@H]1C1CCN2CC1
 : -7%	i	10%	-17%	1	-24%	13%
> COc1ccccc1-c1cc([C@H]2CN3CC[C@H]2C[C@@H]3CNC(C)=O)n(C)n1
 : -6%[172 µM]	i	9%[87.6 µM]	-5%[172 µM]	-13	i	3%[87.6 µM]
> COc1ccc(-c2cc([C@H]3CN4CC[C@H]3C[C@@H]4CNC(=O)c3ccc(N(C)C)cc3)n(C)n2)cc1
 : 1%	i	-15%	22µM*	-4	?	-3%
> CC(C)CN1Cc2ccccc2-n2ccnc2C12CCN(C(=O)c1ccn[nH]1)CC2
 : 6%	-9%	-13%	40µM*	28	-26%	-19%
> O=c1c(-c2cccs2)ccc2n1C[C@H]1C[C@@H]2CN(C2CCOCC2)C1
 : 4%[172 µM]	4%[88.5 µM]	0%[87.6 µM]	-19%[172 µM]	-2	-27%[174 µM]	?
> COCC(=O)N1CCC2(CC1)C(=O)Nc1cc(Oc3ccccc3)c(OC)cc12
 : -12%[172 µM]	i	-12%[87.6 µM]	?	-2	-26%[138 µM]	11%[87.6 µM]
> N#Cc1cc2c(nc1SCC(=O)Nc1ccc(F)c(Cl)c1)C1CCN2CC1
 : .	.	28%	.	5	.	-9%
> Cc1ccc(C(=O)Nc2ccccc2)cc1S(=O)(=O)N1CCCC1
 : .	.	12%	.	7	.	-8%
> Cc1c(Cl)cccc1S(=O)(=O)Nc1nc(CC(=O)N2CCN(C)CC2)cs1
 : .	i	.	.	24	.	-12%
> O=C(c1cccs1)C1CCCN(Cc2cc3n(n2)CCNC3)C1 (stereo unspecified)
 : -8%	i	11%	0%	13	i	3%
> CCNC(=O)NC[C@H]1C[C@@H]2CCN1C[C@@H]2c1cc(-c2ccc(OC)c(OC)c2)nc(C)n1
 : 11%	1%	3%	1%	-10	4%	3%
> C[C@]12N[C@H](Cc3ccccc31)c1ccccc12
 : .	?	-12%	.	.	.	-7%
> Cc1ncc2c(n1)C[C@@H]1CC[C@H]2N1C(=O)c1ccc(C(C)C)cc1
 : 0%	i	5%	-27%	19	-13%	8%
> COc1cc2c(cc1OCC1CC1)NC(=O)C21CCN(C(=O)c2ccccc2)CC1
 : 2%[172 µM]	-6%[88.5 µM]	1%[87.6 µM]	?	-16	?	2%[87.6 µM]
> CC(C)NC(=O)N1C[C@@H]2C[C@H](C1)c1ccc(C3CCCCC3)c(=O)n1C2
 : -7%[172 µM]	-20%[88.5 µM]	-13%[87.6 µM]	0%[172 µM]	-4	4%[174 µM]	-5%[87.6 µM]
> Cc1ncc2c(n1)C[C@@H]1CC[C@H]2N1C(=O)c1sccc1C
 : -1%	i	-3%	-5%	2	-1%	0%
> CC1CCN(C[C@H]2CN3CC[C@H]2C[C@@H]3CNC(=O)c2ccc(N(C)C)cc2)CC1
 : -2%[172 µM]	i	-2%[87.6 µM]	-7%[172 µM]	-5	-14%[174 µM]	-10%[87.6 µM]
> O=C1CCCN1CC#CCN1CCCC1
 : .	0%	10%	.	.	.	3%
> Cc1nc(-c2ccc(N(C)C)cc2)cc([C@H]2CN3CC[C@H]2C[C@@H]3CNC(=O)N2CCOCC2)n1
 : -14%	i	-2%	?	2	?	-9%

# Looked up above.
# Reading for Cc1ncc2c(n1)C[C@@H]1CC[C@H]2N1C(=O)c1sccc1C in SNCA viab count: 0%
# Reading for CCCCc1cn(C[C@H]2C[C@@H]3CCN2C[C@@H]3C(=O)Nc2ccccc2)nn1 in NIH3T3 tox: -31%[174 µM]

# (further entries)
# Values run as follows: Luciferase inh	GPT2 inhibitor	SNCA expr inhib	HEK cytotox	IP6K1 inh	NIH3T3 tox	SNCA viab count
> O=C1CC(c2ccc(Br)cc2)c2c(c3ccccc3oc2=O)O1 (stereo unspecified)
 : .	.	-9%	.	-1	.	-9%
> NC(N)=NOCC[C@H](N)C(=O)O
 : .	-21%	3%	.	.	.	4%
> CN1CCN(C(=O)Cc2c[nH]c3ncc(-c4ccc([S+](C)(=O)[O-])cc4)cc23)CC1
 : 3%[172 µM]	1%[88.5 µM]	4%[87.6 µM]	i	-12	?	-1%[87.6 µM]
> Cc1ccc(C(=O)NC[C@H]2C[C@@H]3CCN2C[C@@H]3c2cc(-c3ccco3)nc(C)n2)cc1
 : 10%[172 µM]	-23%[88.5 µM]	-23%[87.6 µM]	79µM*	-4	?	-17%[87.6 µM]
> c1nc(N2CCOCC2)ncc1CN1CC[C@H]2CNC[C@H]21
 : 3%	-8%	-18%	4%	0	-5%	6%
> Cc1cnc(C2CC2)n1C1CCCNC1 (stereo unspecified)
 : -13%	5%	25%	-12%	-8	-12%	-25%
> COc1ccc(C(=O)N2CCCC2=O)cc1
 : .	-1%&-4%	-10%	.	2	.	1%
> COc1ccccc1CC(=O)N1CCN(C2CCN(C)C2=O)CC1 (stereo unspecified)
 : 3%	3%	22%	i	-5	i	?
> COc1cc(O)c2c(c1)/C=C/C[C@@H](O)[C@@H](O)C(=O)CCC[C@H](C)OC2=O
 : .	3%[27.3 µM]	.	.	1	.	-30%
> CC[C@H]1CN2CC[C@H]1C[C@@H]2CNC(=O)Nc1cc(OC)cc(OC)c1
 : -3%[172 µM]	0%[88.5 µM]	11%[87.6 µM]	-40%[172 µM]	18	?	6%[87.6 µM]
> O=C(c1ccncc1)N1CC2CCC(C1)N2CC1CCCC1
 : 5%[172 µM]	-12%	17%[87.6 µM]	-6%[172 µM]	-13&9	4%	16%[87.6 µM]
> CC[C@H]1CN2CC[C@H]1C[C@@H]2CNC(=O)Nc1ccccc1
 : 4%[230 µM]	i	-18%[87.6 µM]	i	9	1%[230 µM]	2%[87.6 µM]
> COc1ccc(C(=O)N2[C@H]3CC[C@@H]2c2cnc(-c4ccc(F)cc4)nc2C3)cc1OC
 : 7%	i	5%	?	-11	?	-2%
> CN1C(=O)CO[C@H]2CN(C3CCC3)C[C@H]21
 : -5%[299 µM]	-7%[88.5 µM]	9%[87.6 µM]	-9%[287 µM]	-13	-16%[230 µM]	3%[87.6 µM]
> Cc1cccc([C@H]2C[C@@H](O)[C@@H](O)[C@@H]2NCC(C)C)c1
 : -3%[230 µM]	-1%[88.5 µM]	-3%[87.6 µM]	?	0	-5%[230 µM]	-2%[87.6 µM]
> COc1ccc(-c2cc([C@H]3CN4CC[C@H]3C[C@@H]4CNC(=O)c3ccco3)n(C)n2)cc1
 : -6%[172 µM]	?	15%[87.6 µM]	?	6	?	-9%[87.6 µM]
> C=C1[C@@H]2CC[C@@]3(C)[C@H](c4ccoc4)OC(=O)C[C@]13O[C@H]1CC(=O)C(C)(C)[C@H](C(OC(C)=O)C(=O)OC)[C@]12C (stereo partly specified)
 : .	i	.	.	11	.	-16%[23.9 µM]
> COc1ccc(CNC(=O)N2[C@H]3CC[C@@H]2c2cnc(-c4ccccc4)nc2C3)cc1
 : 0%	-17%	-26%	?	9	-43%	-12%
> O=C(CCc1nc2ccccc2s1)N1[C@H]2CC[C@@H]1c1cnc(-c3ccccc3)nc1C2
 : 5%	-3%	-16%	?	19	-21%	-5%
> Cc1nc(-c2ccccc2)cc([C@H]2CN3CC[C@H]2C[C@@H]3CNC(=O)CCCC(=O)O)n1
 : -5%[172 µM]	0%[88.5 µM]	-21%[87.6 µM]	i	-2	2%[174 µM]	3%[87.6 µM]
> Nc1cccc(-c2cn(C[C@H]3CC4CCN3C[C@@H]4C(=O)NCc3ccc(F)cc3)nn2)c1 (stereo partly specified)
 : 1%[172 µM]	-1%[88.5 µM]	-13%[87.6 µM]	-7%[172 µM]	10	-3%[174 µM]	0%[87.6 µM]
> CCN1C(=O)CCN(Cc2cccnc2)CC12CCOCC2
 : 3%	i	?	-1%	-2	3%	-20%
> COc1ccc(-c2cc([C@H]3CN4CC[C@H]3C[C@@H]4CNS(=O)(=O)c3ccc(NC(C)=O)cc3)n(C)n2)cc1
 : 0%	i	13%	?	5	?	-9%
> COc1ccccc1N1CCN(C[C@H]2CN3CC[C@H]2C[C@@H]3CNC(=O)Nc2ccccc2)CC1
 : -11%	-7%	18%	-15%	4	-15%	-2%
> CCCNC(=O)OC[C@H]1C[C@@H]2CCN1C[C@@H]2c1cc(-c2ccc(OC)cc2)nn1C
 : -12%[172 µM]	i	1%[87.6 µM]	?	-4	?	-3%[87.6 µM]
> CN1C(=O)[C@@H]2C[C@@H](O)CN2C2(CN(Cc3cccnc3)C2)C1=O
 : -14%[172 µM]	i	-15%[87.6 µM]	-10%[172 µM]	-4	-46%[174 µM]	-3%[87.6 µM]
> C[C@@]12C[C@@H](c3ccoc3)OC(=O)C1CC[C@]1(C)[C@H]2[C@H]2C=C[C@]1(O)C(=O)O2 (stereo partly specified)
 : .	1%[27.3 µM]	.	.	-10	.	-1%
> CCC(CC)C(=O)NC[C@H]1C[C@@H]2CCN1C[C@@H]2c1cc(-c2ccco2)nc(C)n1
 : -9%[172 µM]	i	0%[87.6 µM]	?	2	-30%[174 µM]	-18%[87.6 µM]
